# ARFGAP1 inh: inhibitors of rat ARFGAP1 GAP activity, primary screen, biochemical, fluorescence polarization, GDP tracer. 0.26% of 360,000 active. AID 651572, 2012. inhibition, % at 16.5 µM. ADP-ribosylation factor GTPase-activating protein 1 (Rattus norvegicus), Q62848. Arfgap1-stimulated ARF1 GTP hydrolysis, GDP FP detection;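 active = inhibition above a per-plate limit, mean inhibition of low control wells plus 3 SD, cut at about 25% in these data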;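 note: 0% = DMSO wells with enzyme and 100% = wells lacking Arfgap1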
#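 system = rat Arfgap1 catalytic domain, aa 1-136 | technique = FP, GDP Alexa 633 tracer displaced from anti-GDP antibody, 620/688 nm | compound = one concentration, 16.5 µM, DMSO 1.26% | medium = HEPES-based buffer, pH 7.5 | timing = compound-enzyme preincubation 20 min, reaction 120 min, detection 60 min, 25 °C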
# HGIII-sPLA2 inh: human group III sPLA2 inhibitors, primary screen, biochemical, QFRET, BODIPY PC-A2 liposome substrate; QFRET BODIPY PC-A2 liposome hydrolysis, fluorescence; inhibition, % at 12.2 µM; 0.56% of 370,000 active; AID 743126, 2013;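 active = inhibition above mean plus 3 SD of compounds lying within the high and low control bounds, cut at about 19% in these data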;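 note: 0% = median of test compound wells and 100% = no enzyme DMSO wells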
# proKLK7 act: proKLK7 zymogen activators, primary screen, biochemical, fluorescence intensity; activation, % at 7 µM; 0.9% of 370,000 active; purified proKLK7, EDANS-DABCYL substrate fluorescence; 100% is mature enzyme control, 0% vehicle; Kallikrein-7 (Homo sapiens), P49862;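 active = activation above the mean of all tested compounds plus 3 SD, computed per campaign excluding outliers beyond control limits, cut at about 13% in these data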
# Tn6 DDE FP: inhibitors of Tn6 peptide binding to fibrin DD(E), primary screen, biochemical, fluorescence polarization, human fibrin, Tn6 probe; Fibrinogen beta chain (Homo sapiens), P02675; Fibrin DD(E) TRITC-Tn6 fluorescence polarization displacement; inhibition, % at 8.3 µM; 0.21% of 370,000 active;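 active = inhibition above a per-campaign cutoff: mean of compounds within control limits plus 3 SD, cut at about 15% in these data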;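 note: 0% = median of all compound wells on the plate and 100% = blocking peptide control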
# ASAP1 GAP inh: inhibitors of human ASAP1 ArfGAP activity, primary screen, biochemical, fluorescence polarization; Arf-GAP with SH3 domain, ANK repeat and PH domain-containing protein 1 (Homo sapiens), …; ASAP1-stimulated ARF1 GTP hydrolysis, GDP FP detection; inhibition, % at 16.5 µM; 0.19% of 360,000 active; in the data active = inhibition above about 25%;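 note: 0% = vehicle with enzyme and substrate and 100% = no enzyme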
# NR1D1 modulator: modulators of Rev-erb alpha DNA binding, primary screen, biochemical, FITC-DNA, fluorescence polarization, uHTS. 0.79% of 370,000 active. Rev-erbα–FITC-DNA binding, 90 min. activity, % at 10 µM;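 active = activity above about 14%, limit read from the data; passing the limit was not always enough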;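 note: 0% = DMSO wells with 35 nM protein and 100% = DMSO wells with 750 nM protein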
# PLC-beta3 inh: human PLC-beta3 inhibitors, primary screen, biochemical, fluorescence; 1-phosphatidylinositol 4,5-bisphosphate phosphodiesterase beta-3 (Homo sapiens), Q01970; Purified PLC-beta3, fluorogenic substrate; inhibition, % at 12.2 µM; 0.18% of 370,000 active; AID 720704, 2013; in the data active = inhibition above about 11%;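 note: 0% = median of compound wells on plate and 100% = full blocker control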
# PLCg1 inh: PLC-gamma1 enzyme inhibitors, primary screen, biochemical, fluorescence, purified enzyme. 0.84% of 370,000 active. 1-phosphatidylinositol 4,5-bisphosphate phosphodiesterase gamma-1 (Homo sapiens), P19174. inhibition, % at 12.2 µM. fluorogenic substrate; in the data active = inhibition above about 9.5%
# Target sequence (P19174 whole entry, looked up): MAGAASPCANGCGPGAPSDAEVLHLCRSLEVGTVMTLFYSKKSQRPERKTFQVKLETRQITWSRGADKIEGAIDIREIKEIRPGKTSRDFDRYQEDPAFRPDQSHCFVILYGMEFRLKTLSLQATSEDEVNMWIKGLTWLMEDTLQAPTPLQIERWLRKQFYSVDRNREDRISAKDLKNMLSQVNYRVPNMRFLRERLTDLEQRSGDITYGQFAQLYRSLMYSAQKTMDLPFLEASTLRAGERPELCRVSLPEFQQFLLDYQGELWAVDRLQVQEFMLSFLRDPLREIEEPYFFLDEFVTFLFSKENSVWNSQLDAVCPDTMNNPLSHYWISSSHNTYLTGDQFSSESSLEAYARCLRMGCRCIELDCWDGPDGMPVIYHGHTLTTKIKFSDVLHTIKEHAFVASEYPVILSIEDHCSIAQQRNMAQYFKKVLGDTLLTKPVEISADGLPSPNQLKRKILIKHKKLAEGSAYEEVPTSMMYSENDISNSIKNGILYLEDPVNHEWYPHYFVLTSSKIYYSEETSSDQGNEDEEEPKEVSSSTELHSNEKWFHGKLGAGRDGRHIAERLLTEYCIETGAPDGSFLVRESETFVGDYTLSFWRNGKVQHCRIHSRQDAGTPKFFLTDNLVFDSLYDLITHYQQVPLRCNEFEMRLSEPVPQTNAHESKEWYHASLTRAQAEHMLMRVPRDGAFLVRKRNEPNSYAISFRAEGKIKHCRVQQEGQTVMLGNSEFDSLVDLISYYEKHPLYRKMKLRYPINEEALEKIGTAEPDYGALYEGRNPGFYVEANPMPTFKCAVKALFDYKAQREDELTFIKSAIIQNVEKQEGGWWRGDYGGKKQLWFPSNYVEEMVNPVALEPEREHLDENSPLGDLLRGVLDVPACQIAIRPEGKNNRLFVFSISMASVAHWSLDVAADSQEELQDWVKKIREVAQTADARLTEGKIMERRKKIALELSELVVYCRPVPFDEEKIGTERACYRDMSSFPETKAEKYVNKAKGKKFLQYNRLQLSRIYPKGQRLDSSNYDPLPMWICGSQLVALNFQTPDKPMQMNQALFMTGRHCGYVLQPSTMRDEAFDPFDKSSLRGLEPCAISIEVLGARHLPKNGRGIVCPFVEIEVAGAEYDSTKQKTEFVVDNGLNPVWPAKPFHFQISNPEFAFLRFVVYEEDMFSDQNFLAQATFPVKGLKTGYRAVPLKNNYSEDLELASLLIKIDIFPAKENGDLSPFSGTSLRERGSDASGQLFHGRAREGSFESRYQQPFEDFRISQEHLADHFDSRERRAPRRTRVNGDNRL
# UHRF1 MBD2 ctr: UHRF1 methylated DNA binding inhibitors, primary screen, counter-screen for MBD2 inhibitor project, biochemical, TR-FRET, human UHRF1, single concentration; 0.75% of 370,000 active; inhibition, % at 4.4 µM; UHRF1 binding to methylated oligo; in the data active = inhibition above about 21%;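 note: UHRF1 SRA domain binding a hemimethylated CpG hairpin DNA probe; 0% = median of test compound wells and 100% = reference inhibitor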
# Tn7 DDE FP: inhibitors of Tn7 peptide binding to fibrin DD(E), primary screen, biochemical, fluorescence polarization, human fibrin, Tn7 probe; AID 720508, 2013; inhibition, % at 8.3 µM; FP displacement of FITC-Tn7 peptide from fibrin DD(E); 0% = median of compound wells per plate; 0.13% of 370,000 active;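 active = inhibition above the mean of compounds falling within the control limits plus 3 SD of them, cut at about 14% in these data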;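 note: 0% = plate median of compound wells and 100% = 10 µM Aha-Tn7 peptide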
#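 Measure: % inhibition scaled between sample-field median and high-control FP; Test system: human fibrin DD(E); Quantity: 2 µM final DD(E) protein; Doses: one dose, 8.3 µM nominal; Schedule: compound with protein 10 min, then 3 h after probe, room temperature; Detection: fluorescence polarization; Medium: Tris buffer with calcium and detergent, pH 7.8.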
# * hit, by the source's call; i = inactive; x = not tested or not shown.
SMILES,ARFGAP1 inh,HGIII-sPLA2 inh,proKLK7 act,Tn6 DDE FP,ASAP1 GAP inh,NR1D1 modulator,PLC-beta3 inh,PLCg1 inh,UHRF1 MBD2 ctr,Tn7 DDE FP
CC(=O)Nc1ccc(N2C(=O)c3ccc(S(=O)(=O)c4ccc(C(=O)O)cc4)cc3C2=O)cc1,0,5,-0.2,8,-1,2,-10,0,-2,5
COc1ccccc1-n1c(SCC(=O)Nc2ccc(C)cc2)nc(O)cc1=O,-7,-13,-0.8,-8,6,-3,-2,-2,6,-3
CC1(C)CC(=O)C=C(NCC(O)c2ccccc2)C1 (configuration not stated),-8,-1,0.6,1,7,6,-5,-2,-1,5
COc1ccc(-c2cc(C)nc3nc(N)nn23)cc1,1,7,6.0,8,-1,-7,-279,-232,1,0
COc1ccc(-c2c(C)oc3c(CN4CCOCC4)c(O)ccc3c2=O)cc1,-9,0,67*,-3,12,-5,i,i,-2,2
Cc1ccc(O)c(C2=NCCNC(C(F)(F)C(F)F)=C2)c1,23,7,0.7,0,2,-3,3,3,-3,8
CCNC(=O)CSc1nc2ccccc2c(=O)n1CCCOC(C)C,2,2,-0.6,2,2,-4,-1,-1,2,3
COc1ccc(OC)c(C=NNC(=O)NN=Cc2cc(OC)ccc2OC)c1,57*,-8,-6.4,-6,42*,-3,-126,-96,-1,-2
Cc1ccc(-c2nnc(SCC(=O)N/N=C/c3ccccc3C(=O)O)n2-c2ccc(C)cc2)cc1,10,-10,0.2,-4,9,2,-5,0,1,-6
CC(=O)Nc1ccc(S(=O)(=O)NCCC(=O)N2CCN(c3ccccc3Cl)CC2)cc1,-13,1,0.2,-5,-3,-1,-4,5,-1,-3
CCOC(=O)C(C#N)C(Cc1ccccc1)c1ccco1 (configuration not stated),-4,-12,0.4,-10,-5,-4,-5,-6,-2,5
Cc1ccc(F)c(S(=O)(=O)NC(=O)C2(C)CCN2C(=O)CC(c2ccccc2)c2ccccc2)c1 (configuration not stated),2,-14,0.4,-1,-11,-1,-1,0,1,0
COCCNC(=O)c1cc2cc(Br)cc(Br)c2oc1=O,-4,5,1.2,3,-1,7,-17,-18,-2,-5
CCc1ccc(N2C(=O)C3C(C2=O)N2CCCN2C3c2ccccc2)cc1 (configuration not stated),13,-6,-0.1,2,4,5,-7,0,2,2
C=CCO/N=C(\C)c1c(O)c(C)c(-c2ccccc2)n(-c2ccccc2)c1=O,-5,9,-0.3,-5,-7,-5,-32,-21,5,1
CC(C)Cn1c(=O)c(C(=O)NCc2ccccn2)c(O)c2ccccc21,-6,-1,0.1,1,1,-2,2,0,-1,3
CCCn1c(N)c(C(=O)CSc2nnc3ccccn23)c(=O)n(C)c1=O,0,10,-0.4,-7,5,-2,-9,-4,2,3
COc1ccc(CNC(=O)C2CCCN(c3nc4ccccc4o3)C2)cc1 (configuration not stated),x,8,0.4,-13,x,3,3,1,3,4
Cc1cc(=O)[nH]c(SCC(=O)NC(c2ccccc2)c2ccccc2)n1,0,0,-0.5,2,7,2,-4,0,3,-3
COc1ccccc1C(=O)NC(=O)CSc1nnc(N)s1,4,11,-1.1,-6,1,-4,-10,1,1,4
COc1ccc(N(CC(=O)NCc2ccco2)C(=O)CCC(=O)Nc2ccccn2)cc1,6,-2,0.2,-7,10,-1,-5,4,-1,0
CCN(CC)C(=O)CC(c1cc(OC)c(OC)c(OC)c1)c1c(O)cc(OC)cc1OC (configuration not stated),-9,4,0.5,-8,8,-1,3,4,2,1
O=C(c1ccccc1)c1ccc(OCC(O)CNCc2cccc(Cl)c2)cc1 (configuration not stated),-5,-6,-0.2,3,8,0,-7,7,-1,-4
C=CCNC(=O)CSc1nc2sc3c(c2c(=O)n1CCC)CCC3,2,0,0.1,-9,-21,2,-5,-1,0,-2
CC(C)(C)c1ccc(OCC(=O)N/N=C/c2ccsc2)cc1,0,3,-0.2,-13,1,1,-3,-1,1,-3
Cc1cccc(C(=O)NC(=S)Nc2ccccc2C(=O)O)c1,10,-1,0.8,-4,1,0,-8,-8,-1,-6
Cn1cccc1/C=N/NC(=O)c1ccn[nH]1,11,10,0.2,-8,7,-7,-3,0,0,-1
CSc1ccc(CN2CCC(C)(Oc3ccc(-n4ccnc4)cc3)C2)cc1 (configuration not stated),11,-10,-0.2,-1,-3,3,3,3,2,0
CC1(C)OC(=O)N2CCc3ccccc3C21C (configuration not stated),-8,5,-0.6,-2,13,-5,1,2,-1,-8
Cc1ccc(S(=O)(=O)Nc2cnn(-c3ccccc3)c(=O)c2Cl)cc1,-7,-15,0.5,7,-13,0,2,-1,0,-1
O=C(CSc1nc(O)c(-c2ccccc2)c(=O)[nH]1)N1CCOCC1,0,3,0.6,7,-17,-5,3,1,0,4
COc1ccc(CCN2CC(C(=O)OCc3ccccc3Cl)CC2=O)cc1OC (configuration not stated),11,-3,0.5,-1,-1,-2,0,-3,-4,0
COc1ccc(CCNC(=O)c2sc3cc(C)ccc3c2Cl)cc1,7,4,-0.2,3,8,0,-2,0,4,-2
N=c1c2c(-c3ccccc3)c(-c3ccccc3)n(CCc3ccccc3)c2ncn1C1CCC(O)CC1 (configuration not stated),x,-1,0.1,-3,x,-3,-5,-1,0,-2
COc1cc(CCC(=O)NNC(=O)c2ccc(Cl)cc2)cc(OC)c1OC,3,-6,0.0,-2,10,-7,-2,4,-2,6
CC(=O)c1c(C)[nH]c(C(=O)CN2CCN(S(=O)(=O)c3ccccc3[N+](=O)[O-])CC2)c1C,-4,7,0.1,-1,-15,-4,-1,5,-4,2
O=C1NC(=S)N/C1=C/c1cc([N+](=O)[O-])ccc1N1CCOCC1,-10,0,0.1,2,4,-5,-17,-15,-5,6
CCOC(=O)c1c(C)n(CCNC(C)=O)c2ccc(O)cc12,-2,3,0.2,2,6,1,4,0,-1,0
CS(=O)(=O)N(CC(=O)NCc1ccncc1)c1cc(Cl)cc(Cl)c1,9,3,0.4,3,4,1,3,0,-2,-4
O=C(NNc1cccc(Cl)n1)Nc1cccc(C(F)(F)F)c1,-4,1,-0.1,1,4,-2,-13,-8,5,-1
CC(C)Cn1c(SCC(=O)N(C)c2c(N)n(Cc3ccccc3)c(=O)[nH]c2=O)nc2ccccc21,1,5,-0.6,1,-1,-2,1,4,3,-6
CC(=O)c1cc(-c2ccccc2)n(CC(=O)NCc2ccc(Cl)cc2)c1C,x,-2,0.0,3,x,24*,2,-3,-3,0
NC(=O)CC(NC(=O)c1cccc(Br)c1)c1ccc(NCCN2CCOCC2)c([N+](=O)[O-])c1 (configuration not stated),14,7,0.3,-1,2,1,3,2,1,-8
Cc1ccccc1NC(=O)Cc1nc(COC(=O)C(NC(=O)c2ccccc2C)C(C)C)cs1 (configuration not stated),9,-36,0.5,-1,6,-2,-5,5,-1,-6
COc1ccc(OC)c(CCNC(=O)Cc2ccc(NC3=NC4CS(=O)(=O)CC4S3)cc2)c1 (configuration not stated),-4,3,0.0,0,7,2,4,0,4,2
Cc1nn(-c2ccccc2)c(C)c1P(=O)(c1ccccc1)N(C)C (configuration not stated),3,13,-0.1,6,1,-1,5,1,0,2
O=C(NC(=S)Nc1ccc(N2CCCCC2)cc1)c1ccc2c(c1)OCCO2,4,13,-0.7,5,-15,3,0,2,1,3
O=C(CCN1C(=O)/C(=C/c2ccccc2F)SC1=S)Nc1ccccn1,4,3,0.5,-11,3,3,-6,-3,1,-7
CC1CN(CCC(=O)Nc2ccc3c(c2)OCO3)CC(C)O1 (configuration not stated),-2,5,0.5,-1,5,-4,1,4,-4,5
CCn1cc(C(=O)NCC2CCCO2)c2cc(OC)c(OC)cc2c1=O (configuration not stated),7,0,0.1,2,9,-1,2,2,0,-8
COC(=O)c1ccc(C(=O)OC)c(NC(=O)CSCc2ccc(Br)cc2)c1,-7,-2,-0.1,9,-15,8,-12,-9,21,2
CC(C)C(=O)Nc1cccc(NC(=O)CCN2C(=O)c3ccccc3S2(=O)=O)c1,-12,2,0.1,6,-4,-1,4,3,0,-2
Cc1nc([N+](=O)[O-])c(C(=O)OCc2cccc(Br)c2)n1C,16,0,-0.2,1,-22,2,-5,-1,-1,4
Cc1ccc2nc(CCc3ccc(N)cc3)[nH]c2c1,6,8,0.0,-6,-1,0,-14,-3,0,3
CCOC(=O)c1ccc(NC(=O)CSCc2ccco2)cc1,-3,-6,0.7,2,-5,5,-16,-4,1,-1
CCC(C)c1ccccc1NC(=O)C(C)NCCN(C)C (configuration not stated),-6,4,-0.1,-4,0,2,-2,4,4,2
N#Cc1cc([N+](=O)[O-])ccc1NC(=O)CSc1n[nH]c(=O)[nH]c1=O,-1,4,0.1,-5,-1,-1,1,4,2,0
CCN(C(=O)CSc1nnnn1-c1ccc(OC)cc1)C1CCS(=O)(=O)C1 (configuration not stated),1,14,0.5,-8,16,11,-1,2,1,1
C=C1C(C(=O)Nc2ccc(OC)cc2)C1C(=O)Nc1ccc(OC)cc1 (configuration not stated),2,2,-0.3,3,-6,-7,-5,-1,1,4
C=CCC(CC=C)(C(=O)O)c1ccccc1,0,-2,-0.1,3,8,0,-5,2,1,0

# Screens (PubChem BioAssay)

# The order is random. Share with any hit: about 4.5%.
